Screening results as filed in PubChem.
EPAC1 ag = activates human EPAC1 exchange factor. O95398. AID 720707. Potency, µM (highest dose often 154 µM), without a hit: top-dose activation, most hits filed as activators. EPAC1 agonist qHTS, biochemical assay; response scale: 100% = response to 6.5 mM cAMP. hit rate 0.073% among 360,000; note: potency is the fitted concentration of half-maximal effect; nearly all actives have a fitted effect of over 60% in size
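EPAC1 100 nM, Rap1B–BODIPY-GDP 250 nM, unlabeled GDP 50 uM; compound titration; 5 min RT; kinetic read ex480/em540 at 5-min intervals ×30 min; data normalized to 6.5 mM cAMP agonist control.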
WRN helicase inh = inhibitors of human WRN helicase | hit rate 0.46% among 360,000 | Potency, µM (highest dose often 114 µM), without a hit: top-dose activity change, negative = inhibition, hits mostly inhibitors | AID 651768 | WRN helicase unwinding, fluorescent forked duplex, kinetic; note: potency is the fitted concentration of half-maximal effect; % is set by controls: 0 for no effect and ±100 for the full control effect; nearly all actives have a fitted effect of over 55% in size
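Kinetic red-fluorescence monitoring (525/598 nm) tracks WRN helicase activity after 100 nM fluorophore-quencher forked duplex and 2 mM ATP are added to 20 nM enzyme pretreated 15 min at room temperature with compound.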
IL2 activator = activates IL-2 in a cell-based reporter assay; IL-2 activation reporter assay, cell-based qHTS; stimulated with anti-CD3/CD4/CD28 beads; in transgenic mouse T cells; activation, % (series mostly up to about 46 µM); hit rate 0.065% among 360,000; AID 652025; in the data active = activation above about 50%; inconclusive = mostly about 30% to 49%; note: 0% is about no effect
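Unstimulated transgenic mouse T cells, 750 per well, received compound and, after 60 minutes, anti-CD3/anti-CD4 bead plus anti-CD28 stimulation. EGFP and DsRed were quantified after 18 hours.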
PLK1 PBD block = PLK1 (human) polo-box domain binding inhibition; P53350; Plk1 PBD binding of FITC phosphopeptide, fluorescence polarization; Potency, µM, for the others: max response, negative = inhibition, usual class: inhibitors; hit rate 2.8% among 360,000; AID 720504; note: potency is the fitted concentration of half-maximal effect; series mostly up to about 57 µM; % is set by controls: 0 for no effect and ±100 for the full control effect; nearly all actives have a fitted effect of over 65% in size
Target sequence (P53350 whole entry, looked up, the tested form may be a part): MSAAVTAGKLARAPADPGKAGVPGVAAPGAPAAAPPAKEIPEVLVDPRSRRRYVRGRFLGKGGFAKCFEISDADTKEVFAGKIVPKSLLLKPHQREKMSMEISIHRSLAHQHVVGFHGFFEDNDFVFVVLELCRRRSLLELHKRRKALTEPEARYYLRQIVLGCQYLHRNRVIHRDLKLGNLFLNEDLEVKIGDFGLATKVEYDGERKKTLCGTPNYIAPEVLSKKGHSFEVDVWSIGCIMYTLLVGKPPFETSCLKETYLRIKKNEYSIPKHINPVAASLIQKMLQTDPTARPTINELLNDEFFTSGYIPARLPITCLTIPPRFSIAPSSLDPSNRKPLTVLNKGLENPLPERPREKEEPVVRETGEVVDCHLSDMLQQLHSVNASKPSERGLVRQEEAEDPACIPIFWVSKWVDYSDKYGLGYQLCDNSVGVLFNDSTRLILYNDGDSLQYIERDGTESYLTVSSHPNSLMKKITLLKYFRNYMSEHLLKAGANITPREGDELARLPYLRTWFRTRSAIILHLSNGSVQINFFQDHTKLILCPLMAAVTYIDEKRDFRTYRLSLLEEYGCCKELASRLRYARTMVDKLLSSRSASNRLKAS
PI5P4Ka inh = inhibitors of human PI5P4K alpha. hit rate 1.2% among 330,000. AID 652105. P48426. PI5P4Kalpha enzyme, ADP-Glo luminescence, 60 min; hits give low values. max response, %; active = max response of -50% or lower; inconclusive = between -30% and -50%; inactive = -30% or higher; note: value at the top dose of about 77 µM; % is set by controls: 0 for no effect and ±100 for the full control effect
Target sequence (P48426 whole entry, looked up): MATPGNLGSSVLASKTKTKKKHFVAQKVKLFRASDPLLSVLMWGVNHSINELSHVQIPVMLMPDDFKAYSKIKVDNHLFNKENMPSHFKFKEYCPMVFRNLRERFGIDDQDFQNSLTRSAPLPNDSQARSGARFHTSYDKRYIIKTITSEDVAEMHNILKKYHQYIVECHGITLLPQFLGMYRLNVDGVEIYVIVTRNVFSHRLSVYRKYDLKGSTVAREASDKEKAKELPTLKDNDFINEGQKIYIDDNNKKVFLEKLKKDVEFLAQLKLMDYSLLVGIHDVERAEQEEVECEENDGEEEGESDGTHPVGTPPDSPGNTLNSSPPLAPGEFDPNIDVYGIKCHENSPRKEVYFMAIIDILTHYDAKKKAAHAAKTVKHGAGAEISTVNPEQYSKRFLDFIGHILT
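qHTS, 1536-well: enzyme/substrate mix, compound by pin tool, 5 microM ATP final; RT 60 min; ADP-Glo reagents 1 (45 min) then 2 (30 min); luminescence.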
EPAC1 antag = antagonists of human EPAC1. EPAC1 GEF assay, Rap1b-BODIPY-GDP exchange fluorescence. Potency, µM (doses to about 115 µM), inactives show at the top dose activity change, negative = inhibition, actives largely listed as inhibitors. hit rate 0.14% among 360,000. AID 720709;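 note: potency is the fitted concentration of half-maximal effect; plate controls were vehicle for no effect and positive control for full effect; nearly all actives have a fitted effect of over 50% in size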
FUS suppressor = FUS proteinopathy suppression in yeast | Potency, µM (titrated, usually from 76.6 µM), without a hit: at the top dose growth rescue (activation), actives largely listed as activators | hit rate 0.24% among 390,000 | S. cerevisiae FUS-expressing, growth rescue, OD600, 24 h;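 note: potency is the fitted concentration of half-maximal effect; plate controls were DMSO vehicle for no effect and reference control for full effect; nearly all actives have a fitted effect of over 55% in size; some results filed as inactive show a strong effect at the top dose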
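Quantitative HTS measuring growth restoration of FUS-toxic yeast. Galactose-induced cells (OD 0.005) were exposed 24hr at 30C to compounds at several concentrations, then absorbance at 600 nm was recorded.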
Abeta yeast res = restores growth of yeast expressing A-beta42 peptide; hit rate 0.063% among 410,000; AID 1347071; yeast expressing A-beta42, growth rescue, OD600, 48 h; response scale: 0% DMSO, 100% iron-clioquinol control; Potency, µM (doses to about 46.1 µM), for the others: top-dose growth rescue, actives largely listed as activators; note: potency is the fitted concentration of half-maximal effect; nearly all actives have a fitted effect of over 55% in size
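Yeast A-beta toxicity model in growth medium with pinned compounds, 48 h at 30 C; growth read as absorbance at 600 nm. Normalized to FeCl3/clioquinol equimolar mix (positive) and DMSO (negative).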
Numbers without * were called inactive; ? = inconclusive; · = not tested or not shown; & = joins results of further samples; [ ] = dose if it differs, or a comment. Unless noted, calls come from the whole dose curve; as a rule, active = well fitted curve in the direction sought with a large enough effect; inconclusive = small, poorly fitted or top-dose-only effect, or another doubt; inactive = no such curve, though single readings can be large; an effect the other way counts as inactive or inconclusive.

no.	SMILES	EPAC1 ag	WRN helicase inh	IL2 activator	PLK1 PBD block
1	C[C@@H]1CN([C@H](C)CO)C(=O)CCCn2nncc2CO[C@H]1CN(C)Cc1ccc2c(c1)OCCO2	11%	4%	-2.1	-16%
2	CC1CCC(O)(C(C(=O)O)c2ccccc2)CC1 (stereo not drawn)	-2%	0%	-0.3	-6%
3	CN1CCN(C(=S)c2cn(Cc3ccc(F)cc3)c3ccccc23)CC1	6%	-6%	-1.1	-3%
4	c1ccc2c(c1)c1cccc3ccc4cccc2c4c31	14%	4%	1.4	-8%
5	CCOC(=O)c1c(C)n(C)c2ccc(OC)c(NC(=O)CN3CCN(Cc4ccccc4)CC3)c12	13%	0%	-1.4	1%
6	CC(C)Sc1nnc(Nc2ccccc2)s1	3%	-30%	-1.1	-7%
7	Cc1[nH]n(-c2cccc(Cl)c2)c(=O)c1-c1ccccc1	0%	-3%	1.7	-14%
8	Cc1c(CN(C)C(=O)CSc2nc(-c3ccco3)cc(C(F)(F)F)n2)cnn1C	3%	-10%	-1.6	-7%

no.	PI5P4Ka inh	EPAC1 antag	FUS suppressor	Abeta yeast res
1	-3	4%	-24%	-8%
2	2	-4%	0%	9%
3	0	-11%	-19%	0%
4	30	-14%	-39%	-7%
5	·	0%	24%	-9%
6	4	-19%	-37%	3%[9.22 µM]
7	4	-7%	25%	-10%
8	·	-8%	4%	6%

no.	SMILES	EPAC1 ag	WRN helicase inh	IL2 activator	PLK1 PBD block
9	O=C(CCc1ccccc1)NC(=S)Nc1ccc(S(=O)(=O)N2CCOCC2)cc1	10%	5%	-0.4	-10%
10	O=S1(=O)CCC(NC(=S)N2CCCCCC2)C1 (stereo not drawn)	4%	-7%	1.4	-1%
11	Cc1cc(OCc2nnc(SC(C)C(=O)O)n2-c2ccccc2)ccc1Cl (stereo not drawn)	-13%	22%	-4.4	-18%
12	CC(C)CCN1CCC(CN2C(=O)C(=O)NC[C@@H]2Cc2ccccc2)CC1	5%	-5%	-0.1	-4%
13	O=C(CC1C(=O)NCCN1CC(c1ccccc1)c1ccccc1)NCCc1cn[nH]c1 (stereo not drawn)	3%	-31%	0.1	-16%
14	CCOC(=O)c1cc2sccc2n1CC(=O)c1ccc2c(c1)OCCO2	15%	-15%	-1.4	-10%
15	Cc1nc2c(C)cccn2c(=O)c1NC(=O)c1ccc(Br)o1	-7%	-7%	-5.4	-4%
16	O=C(NCC1CCCO1)/C(=C\c1cccc([N+](=O)[O-])c1)NC(=O)c1ccccc1 (stereo not drawn)	-4%	4%	1.0	5%

no.	PI5P4Ka inh	EPAC1 antag	FUS suppressor	Abeta yeast res
9	4	-3%	·	3%
10	4	4%	2%	-2%
11	4	-5%	7%	-10%
12	3	-7%	-31%	4%
13	1	-5%	12%	1%
14	·	-6%	20%	21%
15	3	9%	15%	-3%
16	-8	-2%	12%	-6%

Some of these compounds in order of their number in PLK1 PBD block, largest number first:
item	smiles	WRN helicase inh	IL2 activator	PLK1 PBD block	PI5P4Ka inh	EPAC1 antag
15	Cc1nc2c(C)cccn2c(=O)c1NC(=O)c1ccc(Br)o1	-7%	-5.4	-4%	3	9%
7	Cc1[nH]n(-c2cccc(Cl)c2)c(=O)c1-c1ccccc1	-3%	1.7	-14%	4	-7%
1	C[C@@H]1CN([C@H](C)CO)C(=O)CCCn2nncc2CO[C@H]1CN(C)Cc1ccc2c(c1)OCCO2	4%	-2.1	-16%	-3	4%

(further entries)
no.	SMILES	EPAC1 ag	WRN helicase inh	IL2 activator	PLK1 PBD block
17	Cc1cc(NC(=O)CCC(=O)N(CC(=O)NC2CCCC2)c2ccc(C)c(F)c2)no1	3%	6%	-0.3	-13%
18	CCCCCCCCC(=O)N/N=C(\C)c1ccc(O)cc1O	1%	-19%	-0.2	-1%
19	O=C(c1ccc(C(F)(F)F)cc1)C1CCCN(C(=O)CCn2cncn2)C1 (stereo not drawn)	-6%	6%	-1.9	-21%
20	O=C(O)c1cc2ccc3ccccc3c2[nH]1	-1%	0%	-0.8	-14%
21	COc1ccc(N/C(C)=C/C(=O)c2ccccc2)cc1	16%	4%	-0.2	-11%
22	CCOC(=O)N1CCN(C(=O)c2cn(CCOC)c(=O)c3c2c2ccccc2n3C)CC1	-3%	4%	2.5	1%
23	COc1cccc(C(=O)Nc2cccc(-c3ccccc3)c2)c1	8%	-3%	-0.5	-7%
24	Cc1csc(NC(=O)CCSCCc2ccccn2)n1	-12%	-2%	-2.2	-2%

no.	PI5P4Ka inh	EPAC1 antag	FUS suppressor	Abeta yeast res
17	-3	-6%	5%	7%
18	-2	?	1%	-14%
19	4	-5%	10%	-2%
20	·	-4%	7%	-11%
21	-5	-4%	·	10%
22	·	9%	14%	-5%
23	9	-16%	12%	24%
24	0	17%	-4%	-7%

no.	SMILES	EPAC1 ag	WRN helicase inh	IL2 activator	PLK1 PBD block
25	O=C(NCCc1ccc(C(F)(F)F)cc1)C1CCC(=O)N(CCCc2ccccc2)C1 (stereo not drawn)	-8%	0%	-3.2	-9%
26	O=S(=O)(c1ccc(F)c(F)c1)N1CCN(CCc2ccccc2)CC1	-3%	8%	1.3	0%
27	CC[C@H](C)[C@H]1CNC(=O)C(=O)N1CC1CCN(CCc2ccccc2)CC1	-16%	2%	-0.6	-8%
28	CSc1ncccc1C(=O)N1CCCC(CCC(=O)NCc2ccc(F)c(F)c2)C1 (stereo not drawn)	-3%	5%	-4.4	-3%
29	Cc1ccc(OCC(=O)NC(=S)Nc2ccccn2)c(Br)c1	-7%	1%	-1.8	5%
30	CCOc1ccc(CNCCNC(=O)c2nonc2N)cc1	-5%	5%	-1.2	4%
31	O=C(Cn1nnc(-c2ccccc2Cl)n1)N/N=C/c1ccc2c(c1)OCO2	-7%	-2%	-3.5	-3%
32	CCOC1=C2[C@@H](CN(S(=O)(=O)c3ccc(C)cc3)[C@H]2c2ccccc2F)[C@H]2C(=O)N(CC)C(=O)[C@H]2C1	-8%	-2%	2.1	1%

no.	PI5P4Ka inh	EPAC1 antag	FUS suppressor	Abeta yeast res
25	-3	0%	35%	8%
26	-3	3%	-42%	?
27	0	?	-15%	-12%
28	0	7%	6%	-2%
29	-1	10%	2%	-3%
30	-4	6%	-31%&6%	6%&-27%
31	0	0%	25%	16%
32	4	-12%	?	-3%

Some of the entries so far, with two lines to a compound.
Results follow in this order: EPAC1 ag, WRN helicase inh, IL2 activator, PLK1 PBD block, PI5P4Ka inh, EPAC1 antag, FUS suppressor, Abeta yeast res
#27 CC[C@H](C)[C@H]1CNC(=O)C(=O)N1CC1CCN(CCc2ccccc2)CC1
    -16%, 2%, -0.6, -8%, 0, ?, -15%, -12%
#32 CCOC1=C2[C@@H](CN(S(=O)(=O)c3ccc(C)cc3)[C@H]2c2ccccc2F)[C@H]2C(=O)N(CC)C(=O)[C@H]2C1
    -8%, -2%, 2.1, 1%, 4, -12%, ?, -3%

Continued:
no.	SMILES	EPAC1 ag	WRN helicase inh	IL2 activator	PLK1 PBD block
33	CC(C)OC(=O)C(C)Nc1ccc(F)c(Cl)c1 (stereo not drawn)	-1%	-31%	-0.7	-4%
34	COc1ccc2c(-c3cc4ccc(OCc5ccc(F)cc5)cc4oc3=O)cc(=O)oc2c1	-3%	8%	-0.5	-3%
35	Cc1ccc(C)c2sc(NC(=O)C3CC3)nc12	2%	5%	-3.0	-1%
36	CCCn1c(=O)[nH]c(=O)c2c1nc(-c1ccc(C(F)(F)F)cc1)n2CCOC	8%	6%	0.6	0%
37	CN(C)CCCN(C(=O)c1nc2ccccc2s1)c1nc2ccc(F)cc2s1	-1%	2%	-1.9	-4%
38	Cc1[nH]c2ccccc2c1/C=N/NC(=O)CNC(=O)c1cccs1	-2%	0%	0.4	2%
39	COc1cc(C(=S)N2CCCC2)ccc1OS(=O)(=O)c1ccc(NC(C)=O)cc1	-3%	-4%	-2.0	-17%
40	Cc1cccn2cc(CCNC(=O)c3cccs3)nc12	0%	-1%	-2.9	2%

no.	PI5P4Ka inh	EPAC1 antag	FUS suppressor	Abeta yeast res
33	-2	7%	-12%	10%
34	-15	1%	·	17%
35	-2	7%	-16%	12%
36	-4	13%	-10%	-13%
37	-3	-9%	-4%	-28%
38	-2	7%	11%	5%
39	-2	-10%	?	-2%
40	1	1%	-9%	10%

no.	SMILES	EPAC1 ag	WRN helicase inh	IL2 activator	PLK1 PBD block
41	Cc1csc(NC(=O)c2ccc(C)s2)n1	5%	-10%	1.3	?
42	CCCCOC(=O)C1=C(C)NC2=C(C(=O)CCC2)C1c1cc(OC)ccc1OC (stereo not drawn)	-10%	10%	-1.1	-22%
43	Cc1ccc(C(=O)O)cc1-c1ccc(C=C2C(=O)c3ccccc3C2=O)o1	2%	-33%[11.6 µM]	1.2	?
44	O=C(O)c1ccc(/C=N/NC(=O)c2ccc(Br)cc2)cc1	8%	0%	0.0	-4%
45	CCNS(=O)(=O)c1ccc(NC(=O)c2ccccc2)cc1	-1%	-12%	-0.6	-8%
46	CC[C@@]1(C(=O)OC)N[C@H](CN(C)C(=O)c2ccc(C(C)(C)C)cc2)[C@@H]2C(=O)N(Cc3ccccc3)C(=O)[C@@H]21	-13%	-9%	-0.2	-4%
47	CCCCC1OC2(C)OC(=N)C1(C#N)C(C#N)(C#N)C2c1ccccc1 (stereo not drawn)	-2%	-1%	-0.5	-18%
48	O=C(NCc1ccco1)c1ccc2c(c1)OCCO2	6%	-4%	-2.7	-7%
49	CC(NS(=O)(=O)c1ccc(F)cc1)C(c1cccs1)N1CCOCC1 (stereo not drawn)	3%	-2%	-1.7	-7%
50	CC1CCCC(NC(=O)CSc2nnc(-c3cccnc3)o2)C1C (stereo not drawn)	-4%	13%	-2.5	-6%
51	CCN(CC(=O)Nc1c(F)cccc1F)C(=O)Cc1sc(C)nc1-c1ccc(F)cc1	2%	-4%	-5.3	-8%

no.	PI5P4Ka inh	EPAC1 antag	FUS suppressor	Abeta yeast res
41	-28	1%	17%	0%
42	-3	2%	7%	-17%
43	-23	-6%	10%	-13%
44	-7	3%	-21%	9%
45	·	18%	7%	-17%
46	1	-12%	20%	10%
47	1	4%	·	10%
48	-3	-19%	29%	9%
49	5	-6%	-23%	-6%
50	3	-4%	-29%	-1%
51	-6	14%	4%	4%
